# Assay outcomes (PubChem BioAssay)
# FLuc modulator: firefly luciferase modulation, counter-screen for miR-21 project | P08659 | purified FLuc, Km substrates, luminescence inhibition | Potency, µM (series often up to 57.5 µM), for inactives: at the top dose activity change, negative = inhibition, actives largely listed as inhibitors | 360,000 compounds, 6.9% hits | AID 588342;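 further: potency means the concentration at half of the fitted maximal effect; plate controls were vehicle for no effect and reference inhibitor for full effect; nearly all actives have a fitted effect of over 55% in size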
#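 Biochemical qHTS of compounds, final roughly 60 µM downward over six points, against 10 nM purified firefly luciferase using Km concentrations of substrates (10 uM D-luciferin, 10 uM ATP) in Tris acetate pH 7.5 buffer; luminescence output.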
# RORg inh: blocks mouse ROR gamma transcriptional activity; P51450; Drosophila S2 Gal4-RORgamma UAS-luciferase reporter, 20 h; Potency, µM (titrated, usually from 53.6 µM), for inactives: at the highest dose activity change, negative = inhibition, most hits filed as inhibitors; 310,000 compounds, 5.4% hits; AID 2551; further: potency means the concentration at half of the fitted maximal effect; on the % scale 0 is the no-effect control and ±100 the full control effect; nearly all actives have a fitted effect of over 60% in size
#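 In this cell-based reporter format, copper sulfate (700 uM final) drives Gal4–ROR gamma fusion expression from a metallothionein promoter in Drosophila Schneider cells; compounds preincubated 1 hr, reporter read after 20 hr at ambient temperature.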
# Menin-MLL TR inh: inhibitors of human menin-MLL interaction, mutant MLL peptide; O00255; Menin + Texas Red MLL mutant peptide, fluorescence polarization; Potency, µM (top dose mostly 61.6 µM), for the others: top-dose FP activity change, negative = inhibition, most hits filed as inhibitors; 270,000 compounds, 0.23% hits; active means well fitted inhibition curve with a large enough effect in the polarisation, with a control signal flat, not every such curve was filed as active; inconclusive means small, poorly fitted or top-dose-only effect, or effect the other way, or a change in a side signal; inactive means no such curve, though single readings can be large or run the other way; the % refers to the polarisation; further: potency means the concentration at half of the fitted maximal effect; % of control where 0% means no effect; many of its hits are not listed in these tables
# Target sequence (O00255 whole entry, looked up): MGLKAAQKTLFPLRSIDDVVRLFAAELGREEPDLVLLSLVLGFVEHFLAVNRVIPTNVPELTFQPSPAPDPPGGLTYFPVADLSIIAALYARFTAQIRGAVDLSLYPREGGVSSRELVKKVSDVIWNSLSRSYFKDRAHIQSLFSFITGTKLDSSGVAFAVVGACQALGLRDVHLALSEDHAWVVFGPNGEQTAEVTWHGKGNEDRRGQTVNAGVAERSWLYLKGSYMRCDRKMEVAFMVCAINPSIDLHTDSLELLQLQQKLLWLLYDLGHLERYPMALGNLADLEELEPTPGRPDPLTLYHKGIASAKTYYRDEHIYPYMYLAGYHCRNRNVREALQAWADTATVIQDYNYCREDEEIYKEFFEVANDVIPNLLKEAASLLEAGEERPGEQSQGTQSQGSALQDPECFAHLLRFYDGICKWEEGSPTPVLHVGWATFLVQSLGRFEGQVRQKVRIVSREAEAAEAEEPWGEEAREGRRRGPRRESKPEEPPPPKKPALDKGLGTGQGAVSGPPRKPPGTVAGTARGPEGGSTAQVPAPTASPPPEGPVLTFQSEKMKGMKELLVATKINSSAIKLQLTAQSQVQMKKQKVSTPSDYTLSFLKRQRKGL
# BRCA1 expr act: BRCA1 expression activation; MCF7-BRCA1-FFLuc reporter, luminescence, 48 h; response scale: scaled: vehicle 0%, 10 µM genistein 100%; Potency, µM (doses to about 46.1 µM), for the others: top-dose activation, most hits filed as activators; 380,000 compounds, 1.1% hits; AID 624202; further: potency means the concentration at half of the fitted maximal effect; nearly all actives have a fitted effect of over 80% in size; some results filed as inactive show a strong effect at the top dose
#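 48 h compound treatment of MCF7-BRCA1-FFLuc cells (phenol-red free MEM, 37 °C), then 15 min with luciferase substrate and luminescence imaging.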
# p53 reactivator: mutant p53 re-activation in reporter cells | H1299 p53-A138V BP100-luciferase reporter, luminescence, 24 h | Potency, µM (titrated, usually from 92.2 µM), for inactives: top-dose activity change, positive = activation, most hits filed as activators | 320,000 compounds, 0.063% hits; further: potency means the concentration at half of the fitted maximal effect; % of control where 0% means no effect; nearly all actives have a fitted effect of over 45% in size
#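 H1299 (p53-null), stable ts p53-A138V + BP100-Luc; 1000 cells/well, Opti-MEM/10% FBS; cpd 4 pt, 1:5; 24 h, 37 deg C, 5% CO2; detection reagent 10 min RT; luminescence.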
# PKM2 act: activators of human pyruvate kinase M2 | P14618 | purified PKM2, Kinase-Glo ATP luminescence, activation; response scale: 0% is enzyme alone, no compound | Potency, µM (doses to about 57.5 µM), for inactives: top-dose activation, usual class: activators | 260,000 compounds, 0.34% hits; further: potency means the concentration at half of the fitted maximal effect; on the % scale 0 is the no-effect control and ±100 the full control effect; nearly all actives have a fitted effect of over 55% in size
# Target sequence (P14618 whole entry, looked up): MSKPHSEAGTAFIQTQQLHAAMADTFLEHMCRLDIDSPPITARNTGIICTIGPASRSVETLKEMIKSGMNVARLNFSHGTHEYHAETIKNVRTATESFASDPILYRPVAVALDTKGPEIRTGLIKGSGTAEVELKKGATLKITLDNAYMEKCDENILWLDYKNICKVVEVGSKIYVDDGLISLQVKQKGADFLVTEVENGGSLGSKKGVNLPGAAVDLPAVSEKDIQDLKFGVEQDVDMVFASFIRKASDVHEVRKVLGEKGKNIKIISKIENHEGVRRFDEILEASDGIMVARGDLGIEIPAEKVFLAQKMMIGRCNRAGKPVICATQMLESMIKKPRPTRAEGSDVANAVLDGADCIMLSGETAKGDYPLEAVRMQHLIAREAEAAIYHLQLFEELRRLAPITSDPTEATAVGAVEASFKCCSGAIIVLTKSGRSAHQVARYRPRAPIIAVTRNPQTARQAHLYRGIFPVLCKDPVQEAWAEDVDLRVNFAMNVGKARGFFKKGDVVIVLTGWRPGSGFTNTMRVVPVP
#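 Kinase-Glo luminescence reports ATP generated from ADP (0.1 mM) and PEP (0.5 mM) by purified hPK-M2 after 1 h at room temperature, pH 7.2 imidazole buffer; intermediate enzyme activity allows detecting inhibitors and activators.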
# Gal4-VP16 FLuc: inhibits Gal4-VP16 luciferase reporter, ROR gamma counter-screen. Drosophila S2 Gal4-VP16 UAS-luciferase, luminescence, 20 h. Potency, µM (top dose mostly 53.6 µM), for the others: at the top dose activity, negative = inhibition, actives largely listed as inhibitors. 310,000 compounds, 3.5% hits;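 further: Gal4-VP16 expression switched on by copper sulfate through the metallothionein promoter; potency means the concentration at half of the fitted maximal effect; on the % scale 0 is the no-effect control and ±100 the full control effect; nearly all actives have a fitted effect of over 50% in size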
# Rab9 promoter act: activators of Rab9 promoter | Huh7 Rab9 promoter-luciferase reporter, luminescence, 24 h | Potency, µM (highest dose often 9.22 µM), for the others: top-dose activation, negative = inhibition, hits mostly activators | 320,000 compounds, 2.8% hits; further: potency means the concentration at half of the fitted maximal effect; % of control where 0% means no effect; nearly all actives have a fitted effect of over 60% in size
#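 Quantitative HTS format; Huh7 Rab9-luciferase reporter cells (1500/well) receive compound 2 h post-plating, incubate 24 h at 37 °C, then get luciferase reagent for 10 min before luminescence reading.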
# ELG1 genotoxic: induces genotoxicity in HEK293T cells with luciferase-tagged ELG1 | HEK293T ELG1-luciferase reporter, luminescence, 16 h | Potency, µM (series often up to 46 µM), inactives show top-dose activity change, positive = activation, hits mostly activators | 330,000 compounds, 1.3% hits | AID 504466; further: potency means the concentration at half of the fitted maximal effect; % of control where 0% means no effect; nearly all actives have a fitted effect of over 60% in size
#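 Cells (2,000/well) expressing the ELG1-luciferase fusion are dosed by pin tool and kept 16 hr at 37 °C, 5% CO2. Signal comes from ONE-Glo luciferase reagent after 30 min at room temperature.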
# Giardia kill: kills Giardia lamblia; AID 540267; activity change, % at 7.66 µM, hits read low; Giardia lamblia trophozoite viability; 340,000 compounds, 0.15% hits; in the data active means activity change below about -80%; inconclusive means between about -30% and that limit;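 further: parasites exposed to compound for two days anaerobically before the ATP read; on the % scale 0 is the no-effect control and ±100 the full control effect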
#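 Compounds were tested on trophozoites seeded at 100 cells/well and held 48 hrs at 37 deg C anaerobically. An ATP-based luminescent kit measured the remaining live cells.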
# NPC1 promoter act: activates the NPC1 promoter. Huh7 NPC1 promoter luciferase reporter, 24 h. Potency, µM (titrated, usually from 9.22 µM), for inactives: top-dose activation, hits mostly activators. 320,000 compounds, 2.4% hits. AID 485313;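 further: potency means the concentration at half of the fitted maximal effect; % of control where 0% means no effect; nearly all actives have a fitted effect of over 60% in size; reporter is driven by a mutant NPC1 promoter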
#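 Huh7 cells stably carrying NPC1 promoter–luciferase, plated in Opti-MEM with 10% FBS for 2 h, were exposed to compound in DMSO for 24 h at 37 °C; luciferase reagent was added for 10 min and luminescence read.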
# * hit, by the source's call; ? = inconclusive; / = no result given; & = joins results of further samples; [ ] = remark or other dose. Unless noted, the call rests on the fitted dose curve; in most records, active means well fitted curve in the direction sought with a large enough effect; inconclusive means small, poorly fitted or top-dose-only effect, or another doubt; inactive means no such curve, though single readings can be large; an effect the other way counts as inactive or inconclusive. Not all compounds are listed, so the mix of outcomes need not match the whole.
SMILES | FLuc modulator | RORg inh | Menin-MLL TR inh | BRCA1 expr act | p53 reactivator | PKM2 act | Gal4-VP16 FLuc | Rab9 promoter act | ELG1 genotoxic | Giardia kill | NPC1 promoter act
COc1ccccc1C1(O)CCN(CC(=O)Nc2nc(-c3ccccc3)cs2)CC1 | 0% | ? | -15% | -38% | 5% | -1% | 5% | -6% | -9% | -16 | -4%
Nc1cccc(-c2cnc3ccccc3n2)c1 | 7.6µM* | -43% | 24% | ? | / | -9%[11.5 µM] | ? | ? | 9.2µM* | 12 | 2.5µM*
COc1ccc2cc3c(N)nn(C(=O)c4ccccc4[N+](=O)[O-])c3nc2c1 | -7% | ? | 0% | -68% | -1% | 25% | -21% | 0% | -10% | 4 | 7%
CCCCCn1nnc2c(=O)oc3ccccc3c21 | -1% | 6% | 4% | -31% | -2% | -1% | 4% | -2% | -5% | 6 | 0%
O=C(Cn1nc(C(=O)O)c2ccccc2c1=O)Nc1cc(C(F)(F)F)ccc1-n1cncn1 | 4% | / | / | 4% | -1% | / | / | 1% | 1% | -9 | 2%
Cc1nc2scc(C)n2c(=O)c1S(=O)(=O)NCc1ccc(F)cc1 | 3% | -2% | / | 12% | 15% | / | 6% | 1% | 2% | ? | 1%
COC(=O)c1ccccc1S(=O)(=O)NCc1nc2nc(C)cc(C)n2n1 | 0% | -4% | 11% | -7% | / | -6% | 1% | 1% | 5% | 7 | 0%
Nc1ncc([N+](=O)[O-])c(N2CCCCCC2)n1 | 1% | 11µM* | -9% | 2% | -3% | -1% | -22% | -2% | -26% | -15 | 13%
O=C(Nc1ccccc1N1CCCC1)c1cccc(F)c1 | -1% | / | -1% | -3% | / | 7% | / | -1% | -2% | 10 | -9%
O=C(Nc1ccnn1C1CCN(C(=O)c2ccc(F)c(Cl)c2)CC1)C1CC1 | -2% | 19% | / | -22% | 7% | 1% | 7% | 5% | 5% | 8 | 0%
Cc1noc(C)c1S(=O)(=O)N1CCN(c2ccccc2Cl)CC1 | -3% | / | / | -27% | -1% | / | / | 3% | 0% | -7 | -7%
CCc1cc(C(=O)NN2C(=O)NC3(CCCCC3)C2=O)sc1C | -3% | / | / | 8% | 0% | / | / | -3% | 3% | 10 | -3%
O=C(O)c1cnc2ccccc2n1 | -10% | 11% | -12% | 4% | -1% | -1% | -8% | 7% | 1% | -25 | -1%
COc1cccc(NS(=O)(=O)NC(=O)c2cn(C)c3ccccc23)c1 | -6% | 0% | -17% | 1% | 3% | 1% | -4% | -6% | 3% | -7 | 0%
CCOC(=O)c1ccccc1NC(=O)CSC(C)C(=O)Nc1cc(C)on1 (stereo not drawn) | 8% | / | / | -8% | -4% | / | / | 0% | -5% | 4 | 2%
Cc1ccc(NC(=S)Nc2cccc3ccccc23)cc1F | -14% | 11µM* | 42%[activator] | -17% | ? | -12% | 7.9µM* | 7% | 14% | -16 | 0%
Cc1c(C(=O)OCC(=O)Nc2ccccc2OC(F)F)cccc1[N+](=O)[O-] | -1% | 19% | 18% | -6% | -6% | 4% | 1% | -4% | -2% | -3 | 0%
COC(c1ccc(Cl)cc1)(c1ccc(Cl)cc1)C(Oc1nccc(C)n1)C(=O)O (stereo not drawn) | -1% | ? | ? | -19% | -14% | 1%[11.5 µM] | -10% | 0% | -14% | -5 | 4%
COc1ccc(N2CCN(C(CNS(=O)(=O)c3ccc4c(c3)OCCO4)c3ccco3)CC2)cc1 (stereo not drawn) | 1% | ? | -7% | -48% | -17% | -14% | -4% | -16% | -2% | -8 | 4%
CN(C)S(=O)(=O)c1ccc(C(=O)NCC(C)(C)CN=C2NS(=O)(=O)c3ccccc32)cc1 | -1% | 6% | ? | -14% | -8% | -1% | -13% | 0% | -20% | 34[activator] | -4%
Cc1sc(NC(=O)CSc2ncn(-c3ccccc3)n2)nc1-c1ccccc1 | -1% | ? | 23% | 7% | -2% | 1% | ? | -1% | -3% | -9 | -4%
COc1ccc(C(=O)N2c3ccccc3CC2C)cc1OC (stereo not drawn) | 5% | -1% | -18% | 9% | / | -3% | 8% | / | / | 6 | /
Cc1cc(C(=O)Nc2ccccc2)c(C)o1 | ? | 16% | 9% | 12% | 3% | -9% | -13% | -2% | ? | -6 | -3%
C#CC[N+](C)(C)CCCCCCCC | -1% | 6%[10 µM] | -10% | -6% | -1% | 0% | -1% | -15% | -5% | -4 | -7%
Nc1nonc1C(=O)NCCNS(=O)(=O)c1ccc(F)cc1 | 4% | -12% | -4% | -4% | -3% | -1% | -4% | -2% | -3% | 9 | 0%
COc1ccc(NC(=O)CSc2nc3c([nH]c4ccccc43)c(=O)n2C)cc1 | 0%&2% | -1% | ? | -12% | 3% | 2% | -1% | -6% | 9% | -19 | 0%
Cc1ccc(C(=O)OCC(=O)NC2CCCCCC2)c(C)c1 | 1% | / | / | 9% | ? | / | / | -2% | -2% | 35[activator] | -2%
COc1cc([N+](=O)[O-])ccc1NC(=O)Nc1cccnc1 | 2% | 31% | 0% | -13% | -4% | -1% | -8% | 15% | 0% | ? | 1%
O=c1[nH]c(SCc2cccc(Cl)c2)nc2[nH]ncc12 | ? | 12% | 8% | 23% | -1% | 9% | 10% | 5% | ? | 9 | 0%
CC(Cl)C(=O)Nc1cc(C(F)(F)F)ccc1N1CCOCC1 (stereo not drawn) | 0% | 10% | -7% | -21% | 3% | 1% | 4% | -17% | -2% | -7 | 0%
COc1ccc(CC(C(=O)Nc2ccc(OC)cc2)c2nn[nH]n2)cc1 (stereo not drawn) | -5% | -22% | 3% | 7% | -1% | -5%[11.5 µM] | 7% | -1% | 0% | 8 | 0%
CCN(CC)C(=O)c1cc(Cl)ccn1 | -11% | -1% | -13% | -12% | -2% | -2% | 2% | 0% | 3% | -13 | -3%
Cc1c(C(=O)Nc2ccc(Cl)cc2)c2ccccn2c1C(=O)c1ccc(F)cc1 | -9% | 25% | 5% | 8% | 1% | 7% | -3% | 2% | 0% | -8 | -1%
NC1=NC(=O)S/C1=C\c1ccc(O)cc1 | -8% | -3% | 7% | -40% | 7% | 0% | 2% | 0% | 7% | -13 | 1%
Cc1oc(-c2ccc3c(c2)OCCO3)cc1C(=O)NC(Cc1ccccc1)C(=O)O (stereo not drawn) | 15µM* | -16% | 18% | 2% | 0% | 5% | -12% | 10% | 6% | -3 | -1%
CCn1c(CC(=O)Nc2ccc(C)cc2)nnc1SCC(=O)NCCc1ccccc1 | 1% | ? | 4% | 3% | 8% | 0% | 0% | 2% | 4% | -2 | 1%
Cc1ccc(NC(=O)ON=C2CCCC2)cc1 | 8.5µM* | -29% | 26% | ? | ? | -3% | ? | 3.5µM* | 21µM* | 2 | ?
CC(C)(C)c1ccc(CN(Cc2ccco2)Cc2nnnn2C2CCCC2)cc1 | -9% | 36% | ? | -61% | 5% | 6% | 2.8µM* | -9% | -13% | 6 | 9%
CCOc1ccc(NC(=O)CSc2nc(C)c3c(c2C#N)CCCC3)cc1 | 0% | -10% | -10% | 0% | -7% | 5% | -10% | -2% | 0% | 24 | -5%
Cc1c(N2C(=O)CS/C2=N\N=C\c2ccc(Br)cc2)c(=O)n(-c2ccccc2)n1C | -2% | 16% | / | -7% | -5% | -1% | -4% | 0% | -4% | -17 | 5%
CCn1ccnc1CN(C)C(=O)c1ccc2nc(Cc3ccc(OC)cc3)oc2c1 | 1% | 9% | 2% | 5% | -1% | -2% | -1% | 1% | 0% | -9 | -6%
CC(OC(=O)CCCN=C1NS(=O)(=O)c2ccccc21)C(=O)Nc1ccc(F)c(F)c1F (stereo not drawn) | 2% | / | / | -24% | -7% | / | / | 0% | 3% | -3 | -1%

# Arranged by count of non-hydrogen atoms (lowest first): some entries from above.
SMILES | FLuc modulator | RORg inh | Menin-MLL TR inh | BRCA1 expr act | p53 reactivator | PKM2 act | Gal4-VP16 FLuc | Rab9 promoter act | ELG1 genotoxic | Giardia kill | NPC1 promoter act
NC1=NC(=O)S/C1=C\c1ccc(O)cc1 | -8% | -3% | 7% | -40% | 7% | 0% | 2% | 0% | 7% | -13 | 1%
Cc1ccc(NC(=O)ON=C2CCCC2)cc1 | 8.5µM* | -29% | 26% | ? | ? | -3% | ? | 3.5µM* | 21µM* | 2 | ?
CCOc1ccc(NC(=O)CSc2nc(C)c3c(c2C#N)CCCC3)cc1 | 0% | -10% | -10% | 0% | -7% | 5% | -10% | -2% | 0% | 24 | -5%
Cc1c(C(=O)Nc2ccc(Cl)cc2)c2ccccn2c1C(=O)c1ccc(F)cc1 | -9% | 25% | 5% | 8% | 1% | 7% | -3% | 2% | 0% | -8 | -1%
